# KDM5B inh = inhibitors of human KDM5B histone demethylase | Q9UGL1 | KDM5B demethylase, FDH-coupled NADH fluorescence (FDH is formaldehyde dehydrogenase) | Potency, µM (highest dose often 57.7 µM), without a hit: top-dose activity change, negative = inhibition, actives largely listed as inhibitors | actives 2.6% (n = 220,000) | AID 1347165; active = well fitted inhibition curve with a large enough effect; inconclusive = small, poorly fitted or top-dose-only effect; inactive = no such curve, though single readings can be large or run the other way; also: 0% is about no effect; nearly all actives have a fitted effect of over 70% in size
#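 Measured: NADH fluorescence change, 30 min, RT. System: KDM5BΔAP 200 nM final, H3K4me3 peptide, α-KG, Fe(II), ascorbate, NAD⁺ plus FDH, pH 7.5 HEPES. Compounds: titrated, 10 min pre-incubation with enzyme.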
# An asterisk follows results filed as active; i = inactive; ? = inconclusive; [ ] = another dose, or the depositor's remark. Potency is read from the fitted curve at half-maximal effect. An excerpt; the hit share may differ from the screen's.
SMILES,KDM5B inh
CCc1cccc(NS(=O)(=O)c2cc(/C=C\c3onc(C)c3NC(C)=O)ccc2C)c1,?
O=C(CN1CCN(c2ccccc2O)CC1)Nc1nc(-c2ccc(F)c(F)c2)cs1,7%
COc1ccc(N(Cc2cc3cccc(C)c3[nH]c2=O)S(C)(=O)=O)cc1,5%
CC(C)(C)OC(=O)N1CCCC1C(=O)NCc1ccc(Cl)cc1Cl (stereo not drawn),0%
O=C(NCCCc1ccccc1)C1CCCN(c2nc3ncccc3o2)C1 (stereo not drawn),?
CCC(CC)C(=O)Nc1cccc(F)c1,14%
O=C(CSc1ncc(-c2ccc(Cl)cc2)o1)Nc1cccc(F)c1,15%
COc1ccc(CNC(=O)CN(c2ccc(C)cc2)S(=O)(=O)c2c(C)n[nH]c2C)cc1,13%
CCc1ncc(C(=O)N2CCN(Cc3ccccc3C#N)CC2)cn1,5%
COC(=O)c1cccc(COC(=O)c2ccc3c(c2)OCCCO3)c1,-15%
CCCCCN1CCN(c2nc3c(c(=O)[nH]c(=O)n3C)n2Cc2ccc(Cl)cc2)CC1,9%
C=CCN1C(=O)C(=O)N(Cc2coc(-c3ccc(C)cc3)n2)C1=O,14%
CO/N=C(\C)c1ccc(OCc2ccccc2)cc1,25%
CC(C)(C)CC(=O)NC[C@H]1OC[C@@H](NC2CCCC2)[C@@H]1O,-15%[86.2 µM]
Cc1ccc2c(c1)-c1nc(-c3ccc4c(c3)NC(=O)CO4)cc(-c3ccc(Cl)cc3)c1CO2,-13%
O=C(c1cn[nH]c1-n1cnnn1)N1CCn2nc(Cc3ccccc3)cc2C1,1%
Cc1ccc(NC(=S)NNC(C)(C)C)cc1,-4%
CC(=O)c1cc(CC(=O)N2CCC3(CCCN(C(C)C)C3=O)C2)cs1 (stereo not drawn),-15%
CCOc1ccc2c(c1)cc(C(=O)Nc1cccc(F)c1)n2C,-2%
O=C(C1CC1)N1CCCC(c2nn(-c3ccc(Cl)cc3)c(=O)[nH]2)C1 (stereo not drawn),-10%
Cc1nc2cc(NC(=O)c3cccc(S(=O)(=O)Nc4ccc(SC(F)F)cc4)c3)ccc2o1,-21%
CC(C)COP(=O)(OCC(C)C)C(O)c1ccc(N(C)C)cc1 (stereo not drawn),12%
Cc1nonc1CC(=O)N1CCCC(c2nnc(Cn3cccn3)n2C)C1 (stereo not drawn),-21%
Cc1cccc(NC(=O)c2cc(-c3ccc(C)c(C)c3O)n[nH]2)c1,21%
COc1cc(NC(=O)CCc2c(C)c3ccc(C)cc3oc2=O)cc(OC)c1OC,9%
Cc1cc(C)c(S(=O)(=O)N2CCN(S(=O)(=O)N3CCOCC3)CC2)c(C)c1,5%
COc1ccccc1CNC(=O)CCc1nc(C2CCCN2C(=O)NC(C)C)no1 (stereo not drawn),12%
COc1ccc(NC(=O)c2oc3ccccc3c2NC(=O)COc2ccc(C(C)C)cc2)c(OC)c1,?
Cc1cc2oc(=O)cc(CN3CCN(C)CC3)c2cc1O,-7%
CNC(=O)N1CCC(C2CCN(C3CCN(CCc4ccccc4)CC3)C2)CC1 (stereo not drawn),?
O=c1c2c(nc3cc(-c4ccccc4)[nH]n13)CN(S(=O)(=O)c1cccs1)CC2,-14%
CCSc1nnc2ccc(-c3cccs3)nn12,-25%
N#Cc1ccccc1CSc1nnc(-c2ccc(Br)cc2)o1,17%
CCS(=O)(=O)N1C[C@@H](C(=O)N2CCCCCC2)[C@H](c2ccncc2)C1,14%
CCOc1ccccc1NS(=O)(=O)c1ccc2[nH]c3c(c2c1)CCCCC3,?
O=C1CCN(Cc2ccc(C(F)(F)F)cc2)CCCC(c2nc(-c3cccnc3)no2)CCN1 (stereo not drawn),10%
O=C(NCc1ccc(S(=O)(=O)N2CCOCC2)cc1)c1ccc(SC(F)(F)F)cc1,8%
N#Cc1nc(-c2ccc(COc3ccc(Cl)cc3)o2)oc1N1CCN(c2ccccc2)CC1,-14%
CCOCc1nc(C2CCCN(C(=O)c3ccc(OC)cc3OC)C2)no1 (stereo not drawn),-13%
COc1ccc(C(=O)N2CCCCCCNC(=O)[C@@H]3C[C@@H](c4nc(C(C)C)no4)C[C@@H]32)c(OC)n1,0%
O=C(O)CCC(=O)N1CCC2(CC1)Cc1ccccc1N(C(=O)c1ccc(Cl)cc1)C2,-7%[115 µM]
CCN1CCSc2ccc(C(=O)NCc3ccc(OC)cc3)cc21,?
Cc1cc2cc3c(cc2nc1SCC(=O)N1CCCC1)OCCO3,-13%
COCCn1c(SCc2cccc(Br)c2)nnc1-c1ccccc1,0%
CCN1CCN(CCCNC(=O)Cn2c(-c3cccs3)cc3cc(F)ccc32)CC1,?
O=C(COc1ccc(F)cc1)N1CCC(c2n[nH]c(=O)n2-c2ccccc2)CC1,8%
Cc1ccc2c(c1)c(Cn1cnc(-c3ccccc3)c1-c1cnc[nH]1)nn2C,-9%
N#Cc1cccc(-c2cn3c(n2)N(C(=O)c2cnccn2)CCC3)c1,?
NC(=O)CN1CCN(c2ccnc3c(F)ccc(F)c23)CC1,11%
O=C(c1ccc2ccccc2c1)N1C[C@@H]2C[C@H](C1)c1ccc(NS(=O)(=O)Cc3ccccc3)c(=O)n1C2,?
CC(C)c1nc2c(c(-c3ccc(Cl)cc3)n1)CCN([S+](=O)([O-])c1ccccc1)CC2,-12%[115 µM]
COc1cc(OC)cc(C(=O)NC2CCSc3ccccc32)c1 (stereo not drawn),13%
CCCN(C)C(=O)c1c(-c2ccccc2)noc1[C@H](C)O,6%[115 µM]
CC(C)CCNc1nc2c(S(=O)(=O)c3ccc(Br)cc3)nnn2c2ccsc12,-22%
CN(CC1CCOC1)S(=O)(=O)c1ccc(F)cc1F (stereo not drawn),-4%
COC1C(=O)N(CC2CC2)C12CCN(C(=O)c1ccc(C)s1)CC2 (stereo not drawn),-17%

# Following part
SMILES,KDM5B inh
O=C1N[C@H](CC(=O)N2CCN(Cc3ccc4c(c3)OCO4)CC2)C(=O)Nc2ccccc21,-25%
CCN(CC)Cc1cnc2c(C(=O)NC3CCCN(C(C)=O)C3)cnn2c1 (stereo not drawn),?
O=C(CN1CCCc2nc(-c3ccccc3)ncc2C1=O)NC1CC1,7%
O=C(c1ccc(Cl)s1)N1CCC(n2cnnc2C2CC2)CC1,3%
COc1cc(/C=C(/C#N)c2nc3ccccc3[nH]2)cc(OC)c1,?
O=C(O)Cn1cnc2c(=S)nc[nH]c21,-14%
COc1ccc(CNC(=O)C[C@@H]2O[C@H](Cn3cc(CN(C)Cc4ccccc4)nn3)[C@@H](O)[C@H]2O)cc1,-24%
O=C(NCCc1c[nH]c2ccccc12)c1cc2ccccc2[nH]1,22%
O=C(Nc1ccc(C(=O)O)cc1)/C(=C\c1ccccc1)NC(=O)c1ccco1,15%
O=C(CSc1nc(-c2ccc(F)cc2)cs1)NC1CCCCC1,-7%
O=C(Nc1nc2c(s1)CCCC2)C1CC(=O)N(CC(F)(F)F)C1 (stereo not drawn),14%
CC(C)NC(=O)N1C2CCC1CN(c1ccc(C(F)(F)F)cc1)C2,2%[149 µM]
O=C(c1cc2n(n1)CC(c1ccc3c(c1)OCO3)OC2)N1CCN(c2ccccc2)CC1 (stereo not drawn),?
CC(C)Cc1nn2c(=O)cc(COC(=O)COc3ccccc3F)nc2s1,-6%
CN1CCN(c2ccc(NC(=O)c3ccc(F)cc3Cl)nc2)CC1,-7%
COc1cc(NC(=O)C(Cc2ccccc2)NS(=O)(=O)c2cccc3nsnc23)cc(OC)c1 (stereo not drawn),-13%
COc1ccc(OC)c(NC(=O)Cn2c(=O)n(-c3cccc(C)c3)c(=O)c3c2cc(C)n3C)c1,4%
COCCC(=O)N1C[C@@H](COC)[C@H](c2nc(C)no2)C1,-10%
N#Cc1cccc(CN2CCN(c3nccc(Cl)n3)C(=O)C2)c1,?
CCN(Cc1ccccc1)S(=O)(=O)c1ccc(F)c(C(=O)Nc2ccc(C(C)C)cc2)c1,-10%
CC(C)(C)OC(=O)COC(=O)c1ccc(CCNS(C)(=O)=O)cc1,8%
CN(Cc1ccccc1)Cc1cn([C@H]2CO[C@H]3[C@@H]2OC[C@@H]3NC(=O)CCC(=O)O)nn1,?
Cn1nc(C(=O)Nc2ccc(C(C)(C)C)cc2)c2ccccc2c1=O,4%
COc1ccc(NC(=O)NC2(C(F)(F)F)Oc3ccccc3O2)cc1,?
CCOC(=O)c1ccc(NC(=O)CN(Cc2ccc(C)cc2)S(=O)(=O)c2ccc(C)cc2)cc1,-15%
N#Cc1c(N2CCN(CC(=O)Nc3ccc(Cl)cc3)CC2)nc(-c2ccco2)c2c1CCC2,-32%
COc1ccc(N2CC3CCC(C2)N3[S+](C)(=O)[O-])cc1,-5%[149 µM]
COc1ccc(C(=O)Oc2ccccc2C(C)C)cc1Br,7%
COc1ccc(CNC(=O)CCc2cccnc2)cc1OC,13%
CN(C(=O)c1ccc(C(F)(F)F)cc1)C1CCCc2ccccc21 (stereo not drawn),10%[86.2 µM]
OCCn1nc(-c2ccncc2)nc1CC12CC3CC(CC(O)(C3)C1)C2,28%
Cc1ccc(-n2cc(C(=O)OCc3ccc(Cl)cc3)c3ccccc3c2=O)cc1,-21%
O=C(CSc1nc2c([nH]c3ccccc32)c(=O)n1-c1ccccc1)Nc1ccc(Cl)c(Cl)c1,?
CCOc1cccc2sc(N(CCN(C)C)C(=O)c3ccc4c(c3)OCCO4)nc12,-14%
Cc1cc(C)c2c(c1C)OC/C2=N/O,9%
CN1CCC2(C1)CN(Cc1ccccc1)c1ccc(C(=O)NC3CCCCC3)cc12 (stereo not drawn),?
COc1nc2c(cc1CNC(=O)CO)C(=O)N(CCc1ccccn1)C2,-19%
CC(C)c1noc(CN2CCN(CCOc3ccc(Cl)cc3)CC2)n1,0%
Cn1cc(C(=O)N2CCC3(CC2)c2nc[nH]c2CCN3S(C)(=O)=O)cn1,-28%
CC(C)Oc1cccc(-c2n[nH]c3c2CC(=O)N(c2ccccc2)C3)c1,-7%[86.2 µM]
O=C(CSc1nc2ccccc2c(=O)n1-c1ccccc1)N1CCC1,11%
CCOc1ccccc1N1CCN(C(=O)NCc2ccc(C)cc2)CC1,31%[activator]
CCn1c(C)c(C)c2cc(C(=O)NCCc3ccc(C)cc3)ccc21,?
COc1ccc(CNC(=O)c2sc3nc[nH]c(=O)c3c2C)cc1,-25%
CCc1ccc2occ(CC(=O)Nc3nnc(SC)s3)c2c1,24%
Cc1cccc(C(=O)N2CCC(CC(=O)NCc3ccccc3)C2)c1 (stereo not drawn),-15%
O=C(Cc1cccn1-c1cccc(Cl)c1)NCCCN1CCCC1,?
CC1=C(C(=O)Nc2cccnc2)C(c2ccc(Cl)cc2)n2nc(-c3ccccc3)nc2N1 (stereo not drawn),11%
CCCNC(=O)CCc1c[nH]c2ccccc12,-15%
CCOc1ccc(-c2cc(C(=O)N3CCOCC3)c3ccccc3n2)cc1,i
CCNC(=O)c1c(NC(=O)Cc2coc3ccc(CC)cc23)sc2c1CCCC2,17%
CNC(=O)c1noc([C@@H]2CC(F)(F)CN2C2CCOCC2)n1,1%
CCOc1ccc(NC(=O)Cn2c(-c3ccccc3)nc(C)cc2=O)cc1,-6%
Cc1ccc2c(=O)cc(C(=O)Nc3sc4c(c3C(=O)NCc3ccccc3)CCCC4)oc2c1C,-2%
CN(Cc1ccccc1Cl)C(=O)c1ccc2c(c1)CCCN2S(C)(=O)=O,21%
CN(C)C1(CNC(=O)c2ccc(OC3CCN(C(=O)C4CC4)CC3)cc2)CCCCC1,-1%

# Three records drawn at random from those above, as already listed:
SMILES,KDM5B inh
O=C1N[C@H](CC(=O)N2CCN(Cc3ccc4c(c3)OCO4)CC2)C(=O)Nc2ccccc21,-25%
COCCC(=O)N1C[C@@H](COC)[C@H](c2nc(C)no2)C1,-10%
O=C(Nc1ccc(C(=O)O)cc1)/C(=C\c1ccccc1)NC(=O)c1ccco1,15%

# Later entries.
SMILES,KDM5B inh
O=C(NCc1ccc(Cl)cc1)C1CCCN(c2ncnc3onc(-c4ccc(F)cc4)c23)C1 (stereo not drawn),?
O=C(Nc1ccc(Cl)cc1)C1CCCN(S(=O)(=O)c2ccc3[nH]c(=O)ccc3c2)C1 (stereo not drawn),?
COC(=O)c1cc(-c2ccc(OC)c(OC)c2)nc2ccccc12,-24%
O=C(COC(=O)c1c[nH]c2ccccc12)NC(c1ccccc1)c1ccccc1,-10%
Cc1oc2ncnc(N3CCOCC3)c2c1C(=O)NCC1CCN(CCc2ccc(F)cc2)CC1,-17%
COc1ccc(CNC(=O)C2CN(S(=O)(=O)c3cccnc3)CC23CCCCC3)cc1 (stereo not drawn),-14%
COc1ccc(Nc2cnc3ccc(-c4ccccc4)nn23)cc1,-15%[86.2 µM]
Cc1nc(-c2ccc(F)cc2)n(CC(=O)Nc2ccc(C(F)(F)F)cc2)c(=O)c1CCO,-7%

# Some of these compounds in order of formula weight, low to high:
SMILES,KDM5B inh
CC(C)(C)CC(=O)NC[C@H]1OC[C@@H](NC2CCCC2)[C@@H]1O,-15%[86.2 µM]
COc1ccc(CNC(=O)CCc2cccnc2)cc1OC,13%
O=C(C1CC1)N1CCCC(c2nn(-c3ccc(Cl)cc3)c(=O)[nH]2)C1 (stereo not drawn),-10%
CCCCCN1CCN(c2nc3c(c(=O)[nH]c(=O)n3C)n2Cc2ccc(Cl)cc2)CC1,9%

# Screening results from PubChem BioAssay.
